# NCI-60 one-dose screen, 48 h, at 10 µM unless noted. Numbers give growth in % (100 = growth as untreated, 0 = no growth, -100 = all killed).
# OVCAR-4 = OVCAR-4 ovarian cancer cells. hit rate 3.7% among 80,000. AID 1794784
# SW-620 = SW-620 colon cancer. hit rate 5.2% among 82,000. AID 1794795
# IGROV1 = IGROV1 ovarian cancer; hit rate 4.7% among 79,000
# SK-OV-3 = SK-OV-3 ovarian cancer cells; hit rate 3.2% among 80,000; AID 1794785
# HCT-116 = HCT-116 colon cancer; hit rate 7.3% among 82,000; AID 1794798
# HCT-15 = HCT-15 colon cancer. hit rate 5.2% among 82,000
# KM12 = KM12 colon cancer cells; hit rate 5% among 82,000
# HT29 = HT29 colon cancer; hit rate 7.4% among 81,000; AID 1794748
# COLO 205 = COLO 205 colon cancer; hit rate 7.3% among 79,000
# Active calls of the source: *; · = not tested or not shown; & = joins results of further samples; [ ] = dose if it differs, or a comment. The calls were made as follows: active = growth percent below 10; inactive = the rest.
SMILES,OVCAR-4,SW-620,IGROV1,SK-OV-3,HCT-116,HCT-15,KM12,HT29,COLO 205
C=C1CCC2C3(C)COC(c4ccccc4)OC3CCC2(C)C1C/C=C1/C(=O)OCC1O (stereo not given),67,·,59,·,39,62,·,54,·
Cn1cnc2c1c(=O)n(CCC(=O)Nc1ccc(S(N)(=O)=O)cc1)c(=O)n2C,112,103,101,99,100,102,98,94,108
CCCC(=O)C(C)(C)C(C)=O,103,101,95,113,96,94,108,88,108
NS(=O)(=O)c1cn(-c2ncnc3nc[nH]c23)ccc1=O,95,95,97,82,95,94,93,101,100
C=C1C(=O)O[C@H]2[C@H]1CC/C(COC(=O)C(=O)c1c[nH]c3ccccc13)=C\CC[C@@]1(C)O[C@@H]21,18,-65*,-70*,85,-89*,-43*,-57*,-55*,-62*
COc1cc(C(=O)NNC(C)C)cc(OC)c1OC,103,106,99,105,78,102,99,100,114
O=C(Nc1ccc(C(F)(F)F)cc1)Nc1ncccc1OCc1ccccc1Cl,104,86,93,82,88,83,106,72,100
COC(=O)[C@]12CCC(C)(C)C[C@H]1C1=CC[C@@H]3[C@@]4(C)Cc5c(n(CC#CCN6CCN(C)CC6)c6ccccc56)C(C)(C)[C@@H]4CC[C@@]3(C)[C@]1(C)CC2,106,102,101,109,71,93,99,103,114
NC(=O)n1nc(N)c(N=Nc2ccc(S(=O)(=O)N=C(N)N)cc2)c1N,99,101,102,110,97,101,104,103,115
CC(C)c1cc(N=O)cc(C(C)C)c1O,104,100,121,109,110,98,111,109,112
Cc1ccc2sc(-c3ccc(NC(=O)CNc4nnc(-c5cccnc5SCc5ccccc5)s4)cc3)nc2c1,93,106,94,117,98,98,·,94,·
O=C(NS(=O)(=O)c1ccccc1)n1cc(-c2ccncc2)c(-c2cc(O)cc(Cl)c2)n1,92,123,99,107,92,96,99,98,114
COc1cc(C2C(C(=O)Nc3ccccc3)=C(C)Nc3nc4ccccc4n32)cc(OC)c1OC (stereo not given),90,108,102,101,102,99,103,103,117
C#C[C@]1(O)CC[C@H]2[C@@H]3CCc4cc(O)cc(C)c4[C@H]3CC[C@@]21C,93,98,104,136,87,95,100,95,127
CC1=NN(c2ccc(S(=O)(=O)O)cc2Cl)C(=O)C1,102,107,105,105,93,112,137,109,112
O=C(CSc1nnc(NC(=O)c2ccc(Cl)cc2)s1)Nc1ccc2oc(=O)ccc2c1,106,86,84,87,95,97,94,98,105
CCCn1c(O)c(N=NC(=O)c2cc3ccccc3[nH]2)c2ccccc21,97,103,98,131,94,87,101,97,100
CN(C)CCOC(=O)c1ccccc1,98,108,105,72,88,96,101,90,104
O=C(c1ccccc1)c1ccc(N2C(=O)C3C4c5ccccc5C(/C=C/C(=O)c5cccs5)(c5ccccc54)C3C2=O)cc1 (stereo not given),80,89,84,·,72,78,73,71,·
O=C1Nc2c(ccc(Cl)c2Cl)/C1=C/c1ccncc1,103,104,50,104,99,93,104,109,110
O=c1nc2c(-c3nc(-c4ccccc4Cl)no3)n[nH]n2c2sc3c(c12)CCCC3,101,93,95,107,104,97,103,109,117
c1ccc(-c2ccccc2Nc2nc3ccccc3s2)cc1,96,96,98,116,95,101,104,101,120
COc1cc(/C=C2/C(=O)NC(=N)N2C)ccc1O,100,99,99,102,102,98,105,107,108
O=C1CCCCC=C1C[N+](=O)[O-],95,40,92,99,63,75,105,83,43
CN1CCCc2cc(/C=C3/SC(=S)N(CCc4ccc(O)cc4)C3=O)ccc21,87,85,76,111,89,57,49,86,112
CCSc1nc(C)c(C)c(=O)[nH]1,102,110,115,107,104,106,109,97,130
NCCCNCCNCCCN,96,108,101,87,105,100,106,96,110
Oc1ccc(-c2nc3ccc4[nH]ncc4c3c3c2CCCC3)c(F)c1,51,8.4*,23,-6.4*,4.7*,16,20,42,77
O=C(Cc1ccc(/C=C/C(=O)c2nccs2)cc1)Nc1ccccc1,97,52,92,112,-44*,78,71,73,122
N#CC(/C=N\Nc1ncc(C#N)c(N)n1)=C\c1ccc(Cl)cc1,96,111,76,103,103,95,76,91,92
COc1cc(OC)cc(N2CCN(C(=O)Nc3nc4cc(F)ccc4nc3OC)CC2)c1,44,22,18,14,0.2*,7.1*,14,4.0*,-65*
CC(C)OC(=O)Nc1ccc(F)cc1,102,103,100,99,104,101,102,105,102
FC(F)Oc1ccc(C(Nc2cccc(C(F)(F)F)c2)c2nnnn2C2CCCCC2)cc1OCC1CC1 (stereo not given),77,92,99,106,75,84,96,80,94
CC1(C)[C@@H]2CC[C@]1(C)[C@H](OC(=O)CSC#N)C2,114,103,110,113,110,103,103,99,119
Cc1ccc(SCCCN(C)C)cc1,114,111,101,112,115,112,98,103,112
CCN(Cc1ccccc1)c1ccc(/C=C2\COc3ccccc3C2=O)cc1,102,87,99,89,86,94,98,100,106
COc1ccc(NC(=O)CSc2nc3ccccc3c(=O)n2Cc2cc(OC)c(OC)c(OC)c2)cc1,83,104,99,97,90,90,98,110,107
C=C(C)[C@H]1C2=CC(C(=O)OC)=C(C[C@H](C(=C)C)[C@@H](O)[C@H]3O[C@@]34C(=O)O[C@@H]1[C@@H]4N(C)C)O2,107,102,107,109,103,107,105,105,111
C[C@@H]1N=C(c2ccccc2)Nc2nc3ccccn3c2C1=O,103,94,88,101,98,104,99,113,109
CC(CC(=O)O)C(=O)O (stereo not given),92,96,107,100,98,101,107,108,101
COc1ccc(NS(=O)(=O)c2nn(C)c3nc(C)c(Cl)c(C)c23)cc1,94,104,95,95,89,92,94,110,106
Cc1cc(C(NC(=O)C2CC3(CC(Nc4cccc5c4C(=O)N(C4CCC(=O)NC4=O)C5=O)C3)C2)c2ccc3c(c2)OC(F)(F)O3)c(O)c2ncccc12 (stereo not given),35,26,6.0*,-4.5*,16,21,18,29,13
C=CCc1cc(C(C)=O)cc(OC)c1O,107,96,·,113,102,119,97,108,118
CC(=O)OC[C@@]1(O)C[C@@]23CC[C@@H]4[C@@]5(C)C[C@H]5CC[C@@]4(C)[C@@H]2CC[C@H]1C3,101,104,99,111,88,83,90,99,114
O=C(O)CCCCC(=O)Nc1cccc(Cn2nnc3cc(Cl)c(Cl)cc32)c1,110,99,93,88,109,110,111,111,104
CC(=O)Oc1ccc(C(OC(C)=O)OC(C)=O)cc1,117,112,109,98,93,102,99,100,112
O=C1C(CO)C(CO)C(CO)C1CO (stereo not given),115,130,115,113,109,106,116,110,106
Cc1nc2ccccc2n1C,101,109,·,99,101,104,·,98,110
[O-][n+]1onc(-c2ccccc2)c1-c1nnc(-c2ccccn2)c(-c2ccccn2)n1,88,127,112,130,102,94,112,107,127
CC1(C)C=C2[C@H]3C[C@@H](O)[C@@H]4[C@@]5(C)C[C@@H](O)[C@H](O)C(C)(C)[C@@H]5CC[C@@]4(C)[C@]3(C)CC[C@@]2(C)CC1,109[9 µM],104[9 µM],104[9 µM],78[9 µM],·,107[9 µM],103[9 µM],100[9 µM],91[9 µM]

# Later entries
SMILES,OVCAR-4,SW-620,IGROV1,SK-OV-3,HCT-116,HCT-15,KM12,HT29,COLO 205
CN(C)CCC1(c2ccccc2)CCN(C)C1=O (stereo not given),113,103,109,100,110,102,103,106,105
O=C(O)C1CSCN1 (stereo not given),102&112,113&115,106,95&105,94&108,96&109,110&117,104&104,104&103
c1coc(CNc2ccnc(Nc3ccc(OCCN4CCCCC4)cc3)n2)c1,88,99,98,103,68,90,85,58,89
Nc1nc(N)c2c(n1)NC(c1sc(Cl)nc1Cl)CC(c1ccc3c(c1)OCO3)=N2 (stereo not given),86,13,34,17,20,24,34,5.3*,7.1*
O=C(Cn1cc(CSc2nc3ccccc3o2)nn1)Nc1ccccc1F,101,105,110,96,102,103,105,113,106
CCCC(=O)n1nc(C(=O)OCC)c2ccccc21,122,107,110,110,102,104,106,107,116
CCOC(=O)c1c(C)nc(C)c(C(=O)OCC)c1-c1cccnc1,98,112,·,99,90,97,110,96,101
COc1cc(C2N=C(NNc3ccccc3)NC(C)=C2C(C)=O)ccc1O (stereo not given),93,82,70,90,95,81,96,115,113
COC(=O)c1ccncc1,103,105,102,113,102,107,113,117,104
COc1cc(C(=O)/C=C/c2cccc(Nc3ccnc4cc(Cl)ccc34)c2)cc(OC)c1OC,-40*,-51*,-54*,20,-63*,-32*,-8.7*,-90*,-36*
S=C(NCc1ccccc1)N/N=C/C=C/c1ccccc1,100,121,115,73,95,106,92,99,99
COc1ccc([C@H]2c3[nH]c4ccccc4c3C[C@@H]3C(=O)N(C4CCN(CC5CCCCC5)CC4)CC(=O)N23)c(OC)c1,89,92,66,108,78,40,96,52,97
Nn1c(=O)[nH]n2c(=O)c3cnn(-c4ccccc4)c3nc12,104,104,110,108,100,102,101,103,114
O=C(/C=C/c1cc2ccccc2[nH]c1=O)c1ccc(C(=O)/C=C/c2cc3ccccc3[nH]c2=O)cc1,104,100,99,114,98,112,114,89,112
COc1cc(NC(=O)CSc2nc3ccccc3c(=O)n2-c2ccccc2)cc(OC)c1OC,88,97,93,107,100,101,100,112,122
CCCCOCCOCCOCc1cc2c(cc1Br)OCO2,105,100,90,96,95,97,98,93,107
CC1=NNC(=O)/C1=C/c1ccccc1Cl,111,104,115,102,102,107,·,86,114
C[n+]1cccc2cccc(NC(=O)c3ccc4ccc5ccc(C(=O)Nc6cccc7cccnc67)nc5c4n3)c21,·,97,47,88,87,103,102,89,82
Nc1ccc2c(c1)nnn2-c1ccccc1,98,99,·,102,100,97,100,102,131
CCOC(=O)/C(C#N)=C/c1ccc(C#N)cc1,101,102,108,102,101,104,106,102,110

# Retrieved by structure from above:
SMILES,OVCAR-4,SW-620,IGROV1,SK-OV-3,HCT-116,HCT-15,KM12,HT29,COLO 205
CC(CC(=O)O)C(=O)O (stereo not given),92,96,107,100,98,101,107,108,101
COc1ccc(NC(=O)CSc2nc3ccccc3c(=O)n2Cc2cc(OC)c(OC)c(OC)c2)cc1,83,104,99,97,90,90,98,110,107
Nc1nc(N)c2c(n1)NC(c1sc(Cl)nc1Cl)CC(c1ccc3c(c1)OCO3)=N2 (stereo not given),86,13,34,17,20,24,34,5.3*,7.1*
c1ccc(-c2ccccc2Nc2nc3ccccc3s2)cc1,96,96,98,116,95,101,104,101,120

# (continued)
SMILES,OVCAR-4,SW-620,IGROV1,SK-OV-3,HCT-116,HCT-15,KM12,HT29,COLO 205
Brc1cccc2ccccc12,103,113,116,109,105,100,110,114,112
CCCCCCCNC(=O)C(Cl)Cl,104,102,109,103,96,100,107,100,106
Cc1cc2c(c(C)n1)CN(C(=O)Nc1nc(-c3cncs3)ccc1N)C2,97,107,93,89,92,102,96,91,110
c1ccc2cc(OCNCOc3ccc4ccccc4c3)ccc2c1,·,94,81,95,85,103,97,116,103
Cc1nn2c(-c3nc4ccccc4[nH]3)c(-c3ccc(F)cc3)nc2s1,97,97,87,123,95,90,120,109,121
O=S(=O)(NCCNc1cc(-c2cn(-c3ccccc3)nc2-c2cccc(O)c2)ccn1)c1ccc(Br)cc1,41,32,50,46,24,5.6*,17,4.7*,-64*
O=C=NS(=O)(=O)O[C@@H]1C(=O)N(c2cc3c4ccccc4ccc3c3ccccc23)[C@H]1c1ccc(F)cn1,87,105,121,91,85,77,94,109,107
Oc1c(Br)cc(Br)c2ccc(Cn3cc(-c4cc(F)cc(F)c4)nn3)nc12,99,99,101,112,110,98,100,109,110
Cc1nc2ccc(Cl)cn2c1C(=O)NCc1ccc(OCc2cn(Cc3ccccc3)nn2)cc1,83,95,84,·,89,87,90,104,109
COc1cc2c(c(OC)c1OC)C(=O)CC(c1cccc(C(=O)Nc3ccccc3Br)c1)O2 (stereo not given),71,99,92,95,82,88,93,84,95

# Rewritten with values under each structure: entries from further up
# Fields: OVCAR-4, SW-620, IGROV1, SK-OV-3, HCT-116, HCT-15, KM12, HT29, COLO 205
- O=S(=O)(NCCNc1cc(-c2cn(-c3ccccc3)nc2-c2cccc(O)c2)ccn1)c1ccc(Br)cc1
  41, 32, 50, 46, 24, 5.6*, 17, 4.7*, -64*
- O=C=NS(=O)(=O)O[C@@H]1C(=O)N(c2cc3c4ccccc4ccc3c3ccccc23)[C@H]1c1ccc(F)cn1
  87, 105, 121, 91, 85, 77, 94, 109, 107
- Brc1cccc2ccccc12
  103, 113, 116, 109, 105, 100, 110, 114, 112
- c1ccc2cc(OCNCOc3ccc4ccccc4c3)ccc2c1
  ·, 94, 81, 95, 85, 103, 97, 116, 103
- Cc1nc2ccc(Cl)cn2c1C(=O)NCc1ccc(OCc2cn(Cc3ccccc3)nn2)cc1
  83, 95, 84, ·, 89, 87, 90, 104, 109

# (listing goes on)
SMILES,OVCAR-4,SW-620,IGROV1,SK-OV-3,HCT-116,HCT-15,KM12,HT29,COLO 205
O=C(O)c1ccc(-n2cc(/C=N/Nc3ccc(F)c(Cl)c3)c(-c3cc(C(F)(F)F)cc(C(F)(F)F)c3)n2)cc1,87,84,83,98,53,56,61,87,95
O=C(/C=C/Nc1ccc(I)cc1)c1ccc2c(c1)Nc1ccccc1S2,64,57,81,114,65,76,58,57,76
CCCCN[C@H]1CC[C@@]2(C)[C@@H](CC[C@@]3(C)[C@H]2[C@H](O)C[C@H]2/C(=C(\CCC=C(C)C)C(=O)O)[C@@H](OC(C)=O)C[C@@]23C)[C@@H]1C,101,102,103,·,102,90,102,93,105
CC1CCCC1(N)C(=O)O (stereo not given),95,108,107,96,92,95,104,96,105
CCC(CC)(N(CC(=O)O)CC(=O)O)C(CC)(CC)N(CC(=O)O)CC(=O)O,101,112,116,104,110,131,120,90,113

# Three compounds from above, reduced to SW-620, COLO 205 and SK-OV-3:
structure | SW-620 | COLO 205 | SK-OV-3
O=C(/C=C/Nc1ccc(I)cc1)c1ccc2c(c1)Nc1ccccc1S2 | 57 | 76 | 114
CCC(CC)(N(CC(=O)O)CC(=O)O)C(CC)(CC)N(CC(=O)O)CC(=O)O | 112 | 113 | 104
CC1CCCC1(N)C(=O)O (stereo not given) | 108 | 105 | 96
